Compound activity as filed in PubChem.
NR2E3 ag-1: human photoreceptor-specific nuclear receptor agonism; Q9Y5X4; CHO-S Gal4-NCOR/VP16-NR2E3 two-hybrid, luciferase; inhibition of corepressor binding, % at 3.98 µM; actives 0.35% (n = 360,000); AID 602229;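 active = inhibition above the mean of all tested compounds plus 3 SD, cut at about 70% in these data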;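 also: 0% = DMSO with NR2E3 transfected cells and 100% = cells lacking NR2E3 construct; higher means lower luciferase signal from less NR2E3 corepressor binding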
Target sequence (Q9Y5X4 whole entry, looked up, the tested form may be a part): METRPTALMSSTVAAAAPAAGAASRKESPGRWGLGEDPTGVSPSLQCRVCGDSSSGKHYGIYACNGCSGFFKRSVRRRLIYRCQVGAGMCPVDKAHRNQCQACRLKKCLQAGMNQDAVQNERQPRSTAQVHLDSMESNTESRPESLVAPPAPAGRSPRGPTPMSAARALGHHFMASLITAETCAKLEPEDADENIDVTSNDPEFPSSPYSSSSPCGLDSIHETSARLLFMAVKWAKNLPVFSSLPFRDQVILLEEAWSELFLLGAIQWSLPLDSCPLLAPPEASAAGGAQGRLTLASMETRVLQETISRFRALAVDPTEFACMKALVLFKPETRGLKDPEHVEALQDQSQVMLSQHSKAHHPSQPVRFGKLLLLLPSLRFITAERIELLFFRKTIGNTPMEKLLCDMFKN
TWEAK-Fn14 inh: inhibitors of TWEAK-Fn14 interaction signaling; inhibition, % at 10 µM; TWEAK-stimulated Fn14 reporter cells, luciferase luminescence, 8 h; actives 2% (n = 360,000); AID 1159606; in the data active = inhibition above about 50%
C8 TRAIL sens: caspase-8 TRAIL sensitization. NB7+C8 cells + TRAIL, ATPlite viability luminescence. inhibition (viability loss, TRAIL sensitization), % at 10 µM. actives 1% (n = 360,000). AID 624354;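 active = compounds causing at least 50% loss of cell viability in the single-dose screen, relative to plate controls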
KKLEB tox: counter-screen for CF NF-kB inhibitors: cytotoxicity. actives 0.36% (n = 360,000). activity change (cytotoxicity), % at 5 µM. KKLEB CF airway cells viability, ATPlite luminescence, overnight; hits give low values; cells stimulated with P. aeruginosa culture filtrate;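 active = corrected activity change at or below -50% at 5 µM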
Shn3 3UTR inh: reduces Shn3 3'UTR luciferase signal in osteoblasts | Clone20 osteoblast Shn3 3'UTR firefly luciferase, 24 h | inhibition, % at 12.5 µM | actives 0.52% (n = 360,000) | AID 588674;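 active = mean inhibition of at least 75% with every replicate also reaching 75%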;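 also: 0% = median of neutral control wells and 100% = pilot-screen positive control compound; some compounds past the cut are filed as inactive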
Peg3 promoter: reduces Peg3 promoter-driven luciferase expression in HeLa; HeLa PEG-Prom luciferase reporter, luminescence, overnight; inhibition, % at 20 µM; actives 1.7% (n = 360,000); AID 588405;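 active = inhibition of at least 50% at 20 µM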
TROY NFkB inh: blocks TROY-dependent signaling in reporter cells; inhibition, % at 10 µM; Q293 LMP1-TROYcd NF-kB luciferase reporter, 4 h; AID 1347056; actives 0.98% (n = 360,000);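 active = compounds whose plate-normalised and pattern-corrected inhibition of the luciferase reporter signal at the single screening dose is 50% or more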
HIF-2a inh: blocks HIF-2a reporter activity | inhibition, % at 18.8 µM | 786-0 RCC cells HIF-2a reporter, luciferase luminescence, overnight | actives 0.72% (n = 360,000);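 active = inhibition of the luminescence signal of 40% or more relative to plate controls, in a single-dose primary screen at 18.75 µM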
TRPM1 prom inh: inhibitors of MITF-driven TRPM1 promoter in melanoma cells; inhibition, % at 12.5 µM; SK-MEL-5 TRPM1 promoter luciferase, 24 h; actives 0.83% (n = 330,000); AID 488899;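 active = mean inhibition across replicates of 60% or more, whatever share of single replicates reaches that level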; also: values of inactives mirror those of a sister screen read the other way
NR2E3 ag-2: activates human photoreceptor nuclear receptor NR2E3; Q9Y5X4; GST-NR2E3/biotin-RetCOR TR-FRET, 1536-well; inhibition of corepressor binding, % at 4.78 µM; actives 0.12% (n = 320,000); AID 2300;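 active = percent inhibition above the cutoff of mean plus 3 SD of all tested compounds, set per screening campaign, cut at about 20% in these data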;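 also: 0% = DMSO wells and 100% = biotin wells as full block of FRET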
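System: GST-NR2E3 and biotin-RetCOR proteins; probe or stimulus: 7 nM biotin-RetCOR; doses: compound at 4.8 µM, single dose; schedule: Compound–protein incubation for 5 h at 4 °C; detection: time-resolved FRET; read-out: percent inhibition; controls: biotin wells as high control, 0.6% DMSO wells as low control; format: 1536-well plates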
CF NFkB inh: cystic fibrosis NF-kB activation inhibition. AID 588850. KKLEB NF-kB-GFP reporter, PAF-induced, GFP fluorescence overnight. inhibition, % at 5 µM. actives 0.86% (n = 360,000);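 active = at least 50% inhibition at 5 µM, scaled per plate between neutral and stimulator controls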;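 also: PAF is a Pseudomonas aeruginosa culture filtrate used as stimulus; plate controls were PAF-stimulated DMSO wells for no effect and unstimulated DMSO wells for full effect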
* hit, by the source's call; . = no result given. A portion of the library. The share of hits here may be higher or lower than overall.

Below each SMILES: NR2E3 ag-1, TWEAK-Fn14 inh, C8 TRAIL sens, KKLEB tox, Shn3 3UTR inh, Peg3 promoter, TROY NFkB inh, HIF-2a inh, TRPM1 prom inh, NR2E3 ag-2, CF NFkB inh
Cc1cccc(N(C(=O)c2csnn2)C(C(=O)NC2CCCCC2)c2ccccn2)c1C (stereo unspecified)
    11, 13, -7, 3, -1, -8, -10, 7, ., 3, 16
Cc1ccc(S(=O)(=O)N2CCCC2CNC(=O)C(=O)NCc2ccccn2)cc1 (stereo unspecified)
    -20, 3, -1, -8, 4, 8, 0, 8, -3, 3, -27
CC(=O)N1CCN(C(=O)c2cc(S(=O)(=O)N(C)Cc3ccccc3)ccc2Cl)CC1
    -4, -2, 2, 17, 4, 9, 4, 18, -1, ., 5
CCOC(=O)N1CCN(c2c(NCc3ccc(Cl)cc3)c(=O)c2=O)CC1
    -48, -12, 14, -13, 14, 5, 18, 26, 21, 3, 24
Clc1ccc(-c2nc3ccc(Cl)cn3c2Cc2ccccc2)cc1
    -2, -12, 13, 8, -4, -36, -31, -135, ., ., 0
CCC(=O)Nc1ccc(S(=O)(=O)NCc2ccco2)cc1
    -10, -9, -4, 10, -4, -7, -12, 17, 8, -1, 0
Cc1ccccc1Cn1ccc(NC(=O)c2nc3ncccn3n2)n1
    -20, -18, 12, -6, -21, -36, -27, -53, -17, 2, -1
CS(=O)(=O)N1CCC(C(=O)NCCc2ccccc2)CC1
    -13, -4, -3, -15, -7, 5, -8, -12, -9, 3, -4
COc1ccc(C(Cl)=C(c2ccc(OC)cc2)c2ccc(OC)cc2)cc1
    -9, -4, 0, -47, 12, 13, 3, 10, 3, 0, 17
Cc1ccc(S(=O)(=O)N2CCCCC2)cc1NC(=O)CNc1ccc(C(F)(F)F)cc1
    1, 0, 9, 0, 10, 27, 3, 4, 4, -1, 13
O=C(NCCCN1CCCCCC1)c1ccc(CS(=O)(=O)Cc2ccccc2F)o1
    -1, -20, 0, 2, -10, -8, 9, 11, 0, ., 6
OCCC1CN(Cc2ccc3c(c2)CCO3)CCN1Cc1ccc(F)cc1 (stereo unspecified)
    -20, -21, 8, 18, -2, -1, -24, 1, 10, 7, 3
O=C(NCC1CC1)c1ccc(Oc2cc(Cl)cc(Cl)c2)o1
    2, -6, -12, -2, 1, 9, -12, 13, 1, 5, -2
O=C(Oc1ccc2c(c1)O/C(=C\c1ccncc1)C2=O)c1ccccc1
    1, 23, -7, -7, -15, -17, 0, 9, -8, -2, 21
Cn1c(CNC(=O)c2ccc(Cl)cc2)nnc1SCC(=O)NC1CCCC1
    -12, 13, -1, -13, -12, -2, -8, 1, 0, -4, -1
Cc1cccc2nc(-c3ccccc3)nc(N3CCC(O)(c4ccc(Cl)cc4)CC3)c12
    8, 32, -1, -5, -7, 40, 6, 14, -2, -3, 13
CCOC(=O)/C(C#N)=C/c1cc2ccccc2nc1N1CCOCC1
    12, 21, -1, 7, -12, 9, -6, 6, 4, -1, 3
CC(C)(C)C(CO)NC(=O)c1ccc[nH]1 (stereo unspecified)
    -29, 1, 5, 8, -33, 3, 1, 11, 5, 5, -19
CCSc1nnc(N)s1
    5, -15, 8, 2, -9, 22, -2, 21, 6, -1, 11
Cc1c(Cl)cccc1NC(=O)CN1CCN(CCO)CC1
    -7, 7, -2, 0, -20, 4, -3, 9, 7, 0, 9

Sorted by SMILES length (high to low): part of the list above.
Below each SMILES: NR2E3 ag-1, TWEAK-Fn14 inh, C8 TRAIL sens, KKLEB tox, Shn3 3UTR inh, Peg3 promoter, TROY NFkB inh, HIF-2a inh, TRPM1 prom inh, NR2E3 ag-2, CF NFkB inh
CC(=O)N1CCN(C(=O)c2cc(S(=O)(=O)N(C)Cc3ccccc3)ccc2Cl)CC1
    -4, -2, 2, 17, 4, 9, 4, 18, -1, ., 5
OCCC1CN(Cc2ccc3c(c2)CCO3)CCN1Cc1ccc(F)cc1 (stereo unspecified)
    -20, -21, 8, 18, -2, -1, -24, 1, 10, 7, 3
Cc1ccccc1Cn1ccc(NC(=O)c2nc3ncccn3n2)n1
    -20, -18, 12, -6, -21, -36, -27, -53, -17, 2, -1
CS(=O)(=O)N1CCC(C(=O)NCCc2ccccc2)CC1
    -13, -4, -3, -15, -7, 5, -8, -12, -9, 3, -4

Going on with the list.
Below each SMILES: NR2E3 ag-1, TWEAK-Fn14 inh, C8 TRAIL sens, KKLEB tox, Shn3 3UTR inh, Peg3 promoter, TROY NFkB inh, HIF-2a inh, TRPM1 prom inh, NR2E3 ag-2, CF NFkB inh
O=C(NCC(Cl)c1ccc2ccccc2c1)c1c(F)cccc1F (stereo unspecified)
    -1, 3, 7, 6, -12, -208, -42, -89, ., 3, 12
O=C(Cn1c(=O)n(CCC(=O)N2CCCCC2)c(=O)c2sccc21)NCc1ccccc1
    -9, 5, 0, -2, -6, 5, -4, -1, -8, 1, -19
Cc1ccc(C)c(OCC(=O)N/N=C/c2c(C)nn(-c3ccccc3)c2Cl)c1C
    -25, 9, -1, -7, -17, 32, 7, 11, -8, 1, 6
O=C(CCc1ccc(S(=O)(=O)N2CCOCC2)cc1)N/N=C/c1cccc(O)c1
    4, 14, -2, 7, 7, 7, 1, 13, -31, -1, 8
O=c1c2ccccc2ncn1-c1ccccc1[N+](=O)[O-]
    -19, 0, -5, 2, 1, 8, 8, -5, -8, 3, -7
CCOc1ccc2nc(SCC(=O)Nc3nonc3C)[nH]c2c1
    16, -20, 3, 9, -13, -6, -5, 2, 10, 2, -16
CCn1c(C)nnc1SCC(=O)Nc1ccc(C(C)=O)cc1
    -11, 5, 11, 4, -26, 5, 7, 15, 13, 0, -4
C=CCn1cc(/C=N\NC(=O)c2cc3c(ccc4ccccc43)o2)c2ccccc21
    -19, 37, 14, -6, -3, -4, 2, -23, -12, 3, -3
O=C(c1cccnc1)C1Cc2ccccc2C1=O (stereo unspecified)
    -32, 3, -8, 10, -15, 15, -14, -44, 5, 1, -32
CCOC(=O)CN(c1cccc(C(C)=O)c1)S(C)(=O)=O
    16, 8, -15, -10, 12, 5, 15, 0, -2, 2, 6
CC(C/C=N/NC(=O)COc1cc(Cl)ccc1Cl)c1ccccc1 (stereo unspecified)
    -21, -18, 5, -2, -6, 5, -10, 2, 4, 5, 8
c1ccc2c(c1)nc(Nc1ccc3c(c1)OCO3)c1nnnn12
    -56, 7, 8, -3, -20, -64, 15, -120, -20, -1, -10
CCOC(=O)CN1CC23C=CC(O2)C(C(=O)NCCc2ccccc2)C3C1=O (stereo unspecified)
    -12, 3, 7, -9, -23, 0, -6, 1, ., 0, -8
Cc1ccc(Nc2cc(C)nc(NCc3ccccc3)n2)cc1
    12, 23, 19, -29, 82, 73*, 13, -7, 41, 3, 37
O=C(N/C(=C/c1cccnc1)C(=O)N1CCOCC1)c1ccccc1Br
    -10, -8, 5, -5, 5, 19, 2, 16, 5, 3, -2
COc1cc(C(=O)NNC(=O)COc2ccc(Cl)cc2)ccc1OCC(=O)N1CCOCC1
    -3, 4, -10, 7, 0, 8, 7, 2, -7, -1, -4
O=C(c1ccco1)N1CCN(C(=O)C2CCN(S(=O)(=O)Cc3ccccc3)CC2)CC1
    -4, 2, -8, 9, 1, 2, 6, 6, 3, -2, -2
CC(=O)Nc1cccc(-c2ccnc3c2CC(C)(C(=O)Nc2ccc(F)c(Cl)c2)O3)c1 (stereo unspecified)
    -5, -7, 14, 10, -7, 48, 19, 17, ., ., -15
Cc1ccc(NC(=O)CN2C(=O)NC(C)(c3ccc4c(c3)OCO4)C2=O)cc1 (stereo unspecified)
    -33, -3, 3, 10, 0, 9, 4, 13, -3, ., 2
C=CCN(CC(=O)NCc1ccccc1)C(=O)c1csnn1
    17, 2, -9, 3, 1, 5, -4, 11, 0, -4, 1
O=C(NCc1ccccc1)C1CCCN(S(=O)(=O)c2ccc(Br)cc2)C1 (stereo unspecified)
    -1, -5, -8, 2, 19, 14, 5, 8, -2, 1, -2
Cc1cccc(N(C(=O)Cn2nnc(-c3ccccc3F)n2)C(C(=O)NC(C)(C)C)c2ccncc2)c1 (stereo unspecified)
    5, 8, -10, 4, 6, 13, -11, 24, 18, 1, -9
Cc1ccc2[nH]c(C)c(CCN(Cc3cccnc3)C(=S)NC(C)(C)C)c2c1
    -24, 11, 6, -13, -14, 18, 3, 12, 8, 0, 5
NC1=NC(=O)/C(=C/c2cn(CCC(=O)O)nc2-c2ccc(Cl)cc2)S1
    -25, 14, -3, 2, 6, 8, 19, 6, -10, 8, 15
CN(Cc1cnn(Cc2ccccc2)c1)C(=O)c1cccc(S(=O)(=O)N2CCOCC2)c1
    -30, 18, 27, -12, 20, 21, 2, 9, 22, -2, -5
COCCNCC(O)CON=C1c2ccccc2-c2ccccc21 (stereo unspecified)
    -3, -11, -3, 3, -15, 21, -9, 12, 6, 1, 1
COc1ccccc1NC(=O)CN1CCN(C(=O)c2ccco2)CC1
    19, 15, -9, 0, 5, -10, -3, 17, 5, -2, 0
CCOC(=O)C1=C(CC)OC(N)=C(C#N)C1c1ccc(OC)cc1OC (stereo unspecified)
    -7, 14, -14, 0, -16, -9, -9, 12, -5, 2, -8
COc1ccc(OCc2nnc(SC3CCOC3=O)n2-c2ccccc2)cc1 (stereo unspecified)
    -25, -15, 3, 5, -2, 4, -8, 9, 2, -4, 14
O=c1ccc(-c2ccccc2)nn1Cc1ccc(F)cc1Cl
    16, -7, 9, -3, 3, 25, 9, 9, -5, -4, -2
CC(C)=C1SC(N2CCN(c3cccc(Cl)c3)CC2)=NC1=O
    -21, -21, 3, -6, -3, 6, 17, -1, -4, 0, 0
CC(=O)Nc1cccc(C(=O)OC(C)C(=O)NC2CCCc3ccccc32)c1 (stereo unspecified)
    -15, 6, -12, 7, 3, 14, 19, 8, 16, -1, 0
